Source: PubChem BioAssay
RPL19A-GFP yeast – modulators of TOR pathway RPL19A-GFP in S. cerevisiae; percent response vs DMSO, % at 10 µM; S. cerevisiae RPL19A-GFP strain, flow cytometry, 3 h; hits give low values; hit rate 0.3% among 330,000; AID 2025;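 active = percent response vs DMSO below 50%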;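 also: median channel GFP fluorescence of the barcoded RPL19A-GFP strain; ratio of sample median GFP to plate DMSO average so 100% = DMSO; lower means less RPL19A-GFP as with rapamycin TOR inhibition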
LAP4-GFP MLPCN – alters LAP4-GFP fluorescence in TOR pathway yeast screen; GFP response vs DMSO, % at 10 µM; hit rate 0.34% among 320,000; S. cerevisiae LAP4-GFP multiplex, flow cytometry GFP, 3 h; median GFP as percent of DMSO wells;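 active = GFP response vs DMSO above a set limit, about the screen mean plus 3 SD, cut at about 150% in these data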
GASC-1 inh – inhibitors of human GASC-1 (JMJD2C) demethylase; Q9H3R0; hit rate 0.069% among 330,000; GST-JMJD2C(1-420) H3K9me3 demethylation, DELFIA europium; inhibition, % at 2.35 µM; AID 2099;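 active = more than half of a compound's replicate wells show inhibition beyond 50%, single wells judged on their own value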;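 also: signal counts dimethyl H3K9 product captured on neutravidin plate; 0% = median of DMSO wells and 100% = 0.3 times that DMSO median; strong numbers were not always called active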
Target sequence (Q9H3R0 1-420 limits assumed): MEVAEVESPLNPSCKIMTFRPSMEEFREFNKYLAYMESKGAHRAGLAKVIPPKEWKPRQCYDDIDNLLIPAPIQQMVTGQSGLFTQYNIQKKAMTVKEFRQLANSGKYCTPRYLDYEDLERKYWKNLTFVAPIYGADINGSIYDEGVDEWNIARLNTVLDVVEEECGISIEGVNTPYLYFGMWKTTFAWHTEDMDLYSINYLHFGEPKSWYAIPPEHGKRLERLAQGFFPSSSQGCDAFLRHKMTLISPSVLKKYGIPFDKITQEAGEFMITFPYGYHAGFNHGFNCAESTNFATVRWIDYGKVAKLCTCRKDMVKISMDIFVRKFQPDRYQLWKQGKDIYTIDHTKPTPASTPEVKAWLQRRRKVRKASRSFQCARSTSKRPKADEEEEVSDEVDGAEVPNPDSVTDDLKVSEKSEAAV
AHR activator – activates the human aryl hydrocarbon receptor. activation, % at 5 µM. AHR-responsive luciferase reporter cells, luminescence. hit rate 2.5% among 320,000. P35869; in the data active = activation above about 47%;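 also: 0% = vehicle wells and 100% = reference agonist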
MEP2-GFP yeast – yeast TOR pathway MEP2-GFP modulation; S. cerevisiae MEP2-GFP strain, flow cytometry GFP, 3 h; 100% = DMSO control level; hit rate 0.51% among 330,000; AID 2016; GFP response vs DMSO, % at 10 µM;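 active = GFP response versus DMSO above a set limit, roughly screen mean plus 3 SD, cut at about 180% in these data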;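 also: median GFP fluorescence of the barcode-gated MEP2-GFP cells per well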
proCasp7 act – counter-screen for procaspase-3 activators: activators of human procaspase-7. P55210. recombinant procaspase-7, Ac-DEVD-pNA absorbance 405 nm; D23A/D198A/D206A triple mutant, cannot self-cleave; scale: DMSO 0, 5 µM enzyme 100. activation, % at 8.5 µM. hit rate 0.093% among 330,000;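 active = percent activation above the screen-wide mean plus 3 SD, cut at about 25% in these data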
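System: Uncleavable procaspase-7 mutant enzyme; Amount: 2 µM procaspase-7 mutant as dispensed; Schedule: 1 h compound preincubation, 2 h substrate cleavage, 25 °C; Measured by: 405 nm absorbance of p-nitroaniline; Evaluation: percent activation from buffer-corrected 0–120 min absorbance change; Control set: low DMSO alone, high DMSO plus 5 µM PC-7.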
procasp3 activ – activators of human procaspase-3. recombinant procaspase-3 D3A, Ac-DEVD-pNA absorbance 405 nm. AID 463141. hit rate 0.11% among 330,000. activation, % at 8.5 µM;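 active = activation above the mean of all tested compounds plus 3 SD, cut at about 21% in these data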;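 also: 0% = DMSO alone and 100% = DMSO wells spiked with extra 5 µM PC-3 D3A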
Target sequence (P42574 whole entry D9A/D28A/D175A): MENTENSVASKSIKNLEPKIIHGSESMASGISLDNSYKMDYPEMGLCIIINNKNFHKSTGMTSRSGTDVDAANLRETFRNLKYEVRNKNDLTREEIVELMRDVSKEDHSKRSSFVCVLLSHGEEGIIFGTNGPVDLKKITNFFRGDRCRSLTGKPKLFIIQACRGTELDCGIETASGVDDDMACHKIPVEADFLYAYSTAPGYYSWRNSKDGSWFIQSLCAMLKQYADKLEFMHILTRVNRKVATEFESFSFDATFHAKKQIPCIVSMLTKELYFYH
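Evaluation: percent activation relative to control range; Material: Procaspase-3 D3A mutant, all three cleavage aspartates alanine; Compound: single dose, 8.5 µM nominal compound, 0.8% DMSO; Replication: one well per compound; Signal: absorbance at 405 nm, 0 and 120 min; Schedule: 1 h preincubation plus 2 h reaction at 25 °C.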
Yeast superoxide – yeast age-related superoxide inhibition as caloric restriction mimetic | S. cerevisiae aged cells, superoxide DHE fluorescence; hits give low values | superoxide response (% of plate mean), % at 10 µM | hit rate 0.18% among 330,000 | AID 2690;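 active = superoxide response under a set limit, about three screen SD below normal, cut at about 65% in these data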;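 also: yeast aged for seven days with compound at 30 °C before DHE staining; 100% = average MFI of all compound-treated wells on the plate with controls excluded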
* marks the source's active call; other numbers are inactive results; i = inactive; [ ] = dose if it differs, or a comment.

item	SMILES	RPL19A-GFP yeast	LAP4-GFP MLPCN	GASC-1 inh	AHR activator
1	Cc1ccc(S(=O)(=O)n2ccc(-c3cccc(OCc4c(F)cccc4Cl)c3)n2)cc1	74[may fluoresce violet]	104[may fluoresce violet]	-9	2
2	Cc1cccc(OCC(=O)NC2CC(C)(C)NC(C)(C)C2)c1	99	98	4	-1
3	CC1CCN(C(=O)Cn2cc(SCC(=O)NCC3CCCO3)c3ccccc32)CC1 (stereo unspecified)	100	101	-4	2
4	O=C(NNC(=O)c1ccco1)c1cccc(Br)c1	106	86	-3	-1
5	O=C1COc2ccc(N3C(=O)C=CC3=O)cc2N1	103	111	0	0
6	O=C(Nc1ccncc1)C1(c2ccccc2)CCCC1	96	100	2	-2
7	O=C(COC(=O)C1(c2cccc(F)c2)CCCC1)NCc1cccs1	95	94	0	0
8	Cc1cccc(N(CC(=O)NC(C)C)C(=O)CCC(=O)Nc2ccccn2)c1	102	90	20	3
9	CCCOc1cc(CN2CCCCC2)cc(C(C)=O)c1	99	105	11	3
10	CC(C)C(NC(=O)c1ccccc1)c1nnc(SCC(=O)NC2CCCC2)n1C (stereo unspecified)	93	100	-3	1

item	MEP2-GFP yeast	proCasp7 act	procasp3 activ	Yeast superoxide
1	331*[may fluoresce violet]	3	0	96
2	97	-9	1	94
3	99	4	2	99
4	103	-11	1	105
5	102	-40	-33	89
6	95	-6	3	103
7	91	7	3	109
8	99	-8	1	88
9	133	3	-1	97
10	91	-6	-5	83

Following part
item	SMILES	RPL19A-GFP yeast	LAP4-GFP MLPCN	GASC-1 inh	AHR activator
11	O=C(Cn1cnc2ccccc21)NCc1ccccc1	102	99	-1	2
12	O=c1cc(CN2CCN(S(=O)(=O)c3cccc(Cl)c3)CC2)c2ccc(O)cc2o1	92	90	6	-1
13	Cc1ccc(CNC(=O)c2ccc(OCC3CCCO3)cc2)cc1 (stereo unspecified)	104	99	-7	-1
14	CC(C(=O)N1CCN(Cc2ccccc2)CC1)c1ccc([N+](=O)[O-])cc1 (stereo unspecified)	91	98	-4	0
15	COC(=O)[C@]1(Cc2ccccc2)N[C@H](CN(C)S(=O)(=O)c2ccc(F)cc2)[C@@H]2C(=O)N(C)C(=O)[C@@H]21	108	104	0	0
16	CN(C)S(=O)(=O)c1ccc(N2CCCC2)c(C(=O)NCc2ccc(Cl)cc2)c1	93	98	i	3
17	CCOC(=O)C(=NCC1CCCO1)NNc1cc(Cl)ccc1Cl (stereo unspecified)	101	82	9	0
18	NS(=O)(=O)c1ccc(CNS(=O)(=O)c2ccc3c(c2)OCCO3)cc1	98	96	26	1
19	Cc1nc(SCc2ccc(F)cc2)c2oc3ccccc3c2n1	89	102	4	-3
20	O=C(CSc1nc2ccccc2c(=O)n1-c1ccc(SC(F)F)cc1)Nc1ccc(N2CCOCC2)cc1	105	96	9	-1

item	MEP2-GFP yeast	proCasp7 act	procasp3 activ	Yeast superoxide
11	108	1	2	91
12	91	22	20	94
13	101	7	3	94
14	98	8	-1	117
15	107	-6	2	95
16	102	-10	-2	108
17	107	-3	-3	110
18	95	3	-5	82
19	96	3	6	99
20	109	2	5	88

Structures above printed as active in MEP2-GFP yeast:
| No. | Structure | RPL19A-GFP yeast | LAP4-GFP MLPCN | GASC-1 inh | AHR activator | MEP2-GFP yeast | procasp3 activ |
| --- | --- | --- | --- | --- | --- | --- | --- |
| 1 | Cc1ccc(S(=O)(=O)n2ccc(-c3cccc(OCc4c(F)cccc4Cl)c3)n2)cc1 | 74[may fluoresce violet] | 104[may fluoresce violet] | -9 | 2 | 331*[may fluoresce violet] | 0 |

Full records as entered above. Screens in order: RPL19A-GFP yeast, LAP4-GFP MLPCN, GASC-1 inh, AHR activator, MEP2-GFP yeast, proCasp7 act, procasp3 activ, Yeast superoxide
Cc1ccc(CNC(=O)c2ccc(OCC3CCCO3)cc2)cc1 (stereo unspecified) is listed as 104, 99, -7, -1, 101, 7, 3, 94
CCOC(=O)C(=NCC1CCCO1)NNc1cc(Cl)ccc1Cl (stereo unspecified) is listed as 101, 82, 9, 0, 107, -3, -3, 110
CN(C)S(=O)(=O)c1ccc(N2CCCC2)c(C(=O)NCc2ccc(Cl)cc2)c1 is listed as 93, 98, i, 3, 102, -10, -2, 108

Reformatted: entries from further up.
Values run as follows: RPL19A-GFP yeast	LAP4-GFP MLPCN	GASC-1 inh	AHR activator	MEP2-GFP yeast	proCasp7 act	procasp3 activ	Yeast superoxide
[8] Cc1cccc(N(CC(=O)NC(C)C)C(=O)CCC(=O)Nc2ccccn2)c1
→ 102	90	20	3	99	-8	1	88
[3] CC1CCN(C(=O)Cn2cc(SCC(=O)NCC3CCCO3)c3ccccc32)CC1 (stereo unspecified)
→ 100	101	-4	2	99	4	2	99

Later entries.
item	SMILES	RPL19A-GFP yeast	LAP4-GFP MLPCN	GASC-1 inh	AHR activator
21	CCCCNC(=O)Cc1coc2ccc3ccccc3c12	93	98	5	8
22	N#C/C(=N/Nc1ccccc1[N+](=O)[O-])C(N)=S	86	104	-7	8
23	COc1ccc(CN2CCNC(=O)C2CC(=O)N(C)CCCN2CCOCC2)cc1C (stereo unspecified)	97	94	-2	-2
24	Cc1ccc(CCNC(=O)C2CCN(S(=O)(=O)c3ccc4c(c3)NC(=O)C(C)S4)CC2)cc1 (stereo unspecified)	95	91	-6	1
25	O=S(=O)(Nc1nnc(C2CC2)s1)c1ccccc1	98	118	2	0
26	O=C(NCC(=O)N1CCN(S(=O)(=O)c2ccc3c(c2)OCCO3)CC1)c1ccccc1F	101	98	6	1
27	CCc1n[nH]c(=S)n1/N=C/c1ccccc1OCc1ccc(Cl)cc1	107	99	4	66*
28	CC(NC(=O)c1ccccc1)c1nnc(SCC(=O)NC2=NCCS2)n1C (stereo unspecified)	100	94	-22	0
29	COc1ccc2nc(Nc3nc(CSc4ccc(C)cc4)cc(=O)[nH]3)nc(C)c2c1	99	104	10	-1

item	MEP2-GFP yeast	proCasp7 act	procasp3 activ	Yeast superoxide
21	90	-7	-6	103
22	89	-26	-9	123
23	109	8	-1	122
24	89	8	-2	118
25	101	9	4	99
26	96	5	4	96
27	112	6	-1	100
28	102	6	1	85
29	107	-3	0	117

Looked up above.
compound 21 in MEP2-GFP yeast = 90
compound 27 in procasp3 activ = -1
